H9c2 TAG inh = inhibitors of triacylglycerol accumulation. H9c2 cells, Nile Red lipid (TAG) fluorescence; cells loaded with 200 µM oleic acid. inhibition, % at 12.5 µM. 0.66% of 230,000 active. AID 651582;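 active means pattern-corrected inhibition of lipid staining of at least 50% with the nuclear-stain viability signal not falling by more than 50%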;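 further: 0% = DMSO wells and 100% = triacsin C control wells; some results filed as inactive read as strong as hits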
H9c2 TAG inh DAPI viability = recorded beside H9c2 TAG inh, whose call it bears; DAPI nuclei signal change (viability), lower = more cytotoxic, %;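 whole-well DAPI fluorescence read on a plate reader as a viability signal; minus 50 percent equals half of cells still viable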
Starred values were filed as active, the others as inactive.

[1] CC(=O)c1cccc(S(=O)(=O)N2CCC(C(=O)NC3CCCC3)CC2)c1
[2] Cc1nn(C)c(C)c1NC(=O)c1cc2nc(-c3ccco3)cc(C(F)(F)F)n2n1
[3] CCS(CC)=NS(=O)(=O)c1ccc(NC(C)=O)cc1
[4] COc1ccc(N(CC(=O)Nc2cc(Cl)ccc2OC)C2=NC3CS(=O)(=O)CC3S2)cc1 (configuration not stated)
[5] O=C(Nc1ccccc1)c1ccc(S(=O)(=O)N2CCC(C(=O)O)CC2)cc1
[6] CN(CC(=O)Nc1cc(S(=O)(=O)N2CCCC2)ccc1Cl)Cc1ccc2c(c1)OCO2
[7] CN(C)c1cc[n+](CC[n+]2ccc(N(C)C)cc2)cc1
[8] N#CC1=C(SCC(=O)NCc2ccccc2)NC(=O)CC1c1ccco1 (configuration not stated)

assay / entry | 1 | 2 | 3 | 4 | 5 | 6 | 7 | 8
H9c2 TAG inh | -7 | 2 | 7 | 1 | -13 | -15 | -22 | -20
H9c2 TAG inh DAPI viability | 1 | -3 | -7 | 2 | -3 | -6 | 3 | 0

Next section; it opens with the 3 that closed the last part.
[6] CN(CC(=O)Nc1cc(S(=O)(=O)N2CCCC2)ccc1Cl)Cc1ccc2c(c1)OCO2
[7] CN(C)c1cc[n+](CC[n+]2ccc(N(C)C)cc2)cc1
[8] N#CC1=C(SCC(=O)NCc2ccccc2)NC(=O)CC1c1ccco1 (configuration not stated)
[9] CN(C)CCCNc1nc2cc(-c3cncnc3)sc2c(=O)n1C
[10] CCCCC[C@@H]1C=C(C(=O)O)[C@H](c2ccc(Br)cc2)N1S(=O)(=O)c1ccc(C)cc1
[11] O=C1CCCC2=C1C(c1ccccc1)CC(=O)N2c1ccc(F)cc1F (configuration not stated)
[12] COc1ncccc1-c1nnn(-c2ccc(C)cc2)n1
[13] Cc1cnnn1-c1ccc(C(=O)CCl)cc1
[14] Cc1nc(NC(=O)CSc2nncs2)c(Cl)cc1Cl
[15] CC1CN(C(=O)CCc2ccccc2)C(C)CN1C(=O)CCc1ccccc1 (configuration not stated)
[16] CC1(C)OC(=O)N(c2ccccc2)C12C=Cc1c(ccc3ccccc13)O2 (configuration not stated)

assay / entry | 6 | 7 | 8 | 9 | 10 | 11 | 12 | 13 | 14 | 15 | 16
H9c2 TAG inh | -15 | -22 | -20 | -3 | -3 | -14 | 7 | 8 | 1 | 0 | -50
H9c2 TAG inh DAPI viability | -6 | 3 | 0 | 13 | 19 | 2 | 8 | 1 | -2 | -4 | 126

[17] CNC(=O)Nc1cccc(C(F)(F)F)c1
[18] O=C(NC1CCCCC1)c1cccc2c1C(=O)c1ccc(N3CCCC3)cc1S2(=O)=O
[19] O=C(Cn1cnc2ccccc2c1=O)OCC(=O)c1ccc2c(c1)OCCO2
[20] CCOc1ccc(S(=O)(=O)NCCC(=O)NCC(c2cccs2)N(C)C)cc1 (configuration not stated)
[21] c1ccc2c(-c3ccc(OCCN4CCCCC4)cc3)c(-c3ccsc3)sc2c1
[22] COc1ccccc1CN(C)C(=O)c1ccccc1Sc1ccccc1C#N
[23] COc1ccc(NS(=O)(=O)c2nnc(NC(=O)c3ccccc3F)s2)cc1
[24] Cc1n[nH]c(C)c1N=Nc1cc(Cl)ccc1Cl

assay / entry | 17 | 18 | 19 | 20 | 21 | 22 | 23 | 24
H9c2 TAG inh | 0 | -48 | -10 | -8 | 49 | -5 | 10 | -4
H9c2 TAG inh DAPI viability | 15 | 1 | 11 | -2 | -3 | -6 | -1 | 6

[25] CCCCS(=O)c1snnc1C (configuration not stated)
[26] COC(=O)[C@H](CC(C)C)N1Cc2cc(OC)cc(OC)c2-c2ccccc2S1(=O)=O
[27] CC1(CCC(=O)O)C(=O)CCC2C1CCC1(C)C2CCC1(C)O (configuration not stated)
[28] CCOc1ccc2nc(SCC(=O)Nc3ccc4[nH]c(=O)[nH]c4c3)[nH]c2c1
[29] [O-][n+]1ccc(C2CC2)cc1
[30] Cc1cccc(-c2cc3nc(C)cc(=O)n3[nH]2)c1
[31] CC1CC(C)CN(C(=O)CSc2nnc3ccccn23)C1 (configuration not stated)
[32] CCC(=O)NCCc1nc2cc(NC(=O)c3cccs3)ccc2n1C

assay / entry | 25 | 26 | 27 | 28 | 29 | 30 | 31 | 32
H9c2 TAG inh | 16 | -4 | 3 | 5 | 10 | 6 | 13 | 8
H9c2 TAG inh DAPI viability | -12 | -2 | 7 | 2 | -14 | 10 | -3 | -7

[33] O=C(NC(=S)Nc1ccc(O)cc1)c1ccccc1Cl
[34] CC(=O)Nc1ccc(-c2csc(Nc3cccc(C)n3)n2)cc1
[35] CC(C)Oc1ccc(S(=O)(=O)N2CCOCC2)cc1NC(=O)CC1CCCC1
[36] COc1ccc2oc(C)c(C(=O)c3ccccc3)c2c1
[37] CCC(=O)N1CCC(C)(C(=O)Nc2ccc3c(c2)OCO3)C1 (configuration not stated)
[38] Cc1cc(/C=C(\C#N)C(=O)O)c(C)n1C1CC1
[39] O=C1CN(C(=O)COC(=O)/C=C/c2ccco2)c2ccccc2N1
[40] COc1ccc(CN(C)C(=O)/C=C/c2ccc(S(=O)(=O)N3CCCCCC3)cc2)cc1

assay / entry | 33 | 34 | 35 | 36 | 37 | 38 | 39 | 40
H9c2 TAG inh | 0 | 19 | -8 | 2 | 14 | 9 | 6 | -7
H9c2 TAG inh DAPI viability | -5 | 0 | -7 | -2 | -3 | -4 | -8 | 5

3 entries from above, ordered by length of the SMILES, lowest first:
[33] O=C(NC(=S)Nc1ccc(O)cc1)c1ccccc1Cl
[37] CCC(=O)N1CCC(C)(C(=O)Nc2ccc3c(c2)OCO3)C1 (configuration not stated)
[35] CC(C)Oc1ccc(S(=O)(=O)N2CCOCC2)cc1NC(=O)CC1CCCC1

assay / entry | 33 | 37 | 35
H9c2 TAG inh | 0 | 14 | -8
H9c2 TAG inh DAPI viability | -5 | -3 | -7

Other compounds.
[41] CS(=O)(=O)N1CCN(c2ccc(NC(=S)NC(=O)c3cccs3)cc2)CC1
[42] CCc1cccc(NC(=S)Nc2ccc(CN3CCOCC3)cc2)c1
[43] C=CCNc1ncnc2c1ncn2[C@H]1CN(Cc2ccc3c(c2)OCO3)C[C@@H](CO)O1
[44] COc1cc(Cl)c(S(=O)(=O)N2CCCC2)cc1Cl
[45] CCOc1ccc(NC(=O)CN2CCCC2c2cccs2)cc1S(=O)(=O)N1CCCCC1 (configuration not stated)
[46] O=C(Nc1ccc([N+](=O)[O-])cc1)Nc1ccc2c(c1)OCCO2
[47] CCN(c1cccc(C)c1)S(=O)(=O)c1ccc2c3c(cccc13)C(=O)N2
[48] COc1ccccc1OC(C)C(=O)NNC(=S)NC1CCCC1 (configuration not stated)

assay / entry | 41 | 42 | 43 | 44 | 45 | 46 | 47 | 48
H9c2 TAG inh | -5 | 7 | 5 | -4 | 4 | -6 | -26 | -11
H9c2 TAG inh DAPI viability | 2 | -3 | -8 | -1 | -23 | 4 | 9 | 4

[49] Cc1nn(-c2ccccc2)c(Cl)c1/C=C1\SC(=S)N(CCCCCC(=O)O)C1=O
[50] O=C(COC(=O)c1ccccn1)Nc1cccc(Cl)c1
[51] CCCS(=O)(=O)c1nc(S(=O)(=O)c2ccc(C)cc2)c(NCCCN(C)C)s1
[52] CCCN1CCN(C(=O)c2ccc3[nH]c(C)c(C)c3c2)CC1
[53] O=C(COc1ccccc1)NCCSc1ccccc1
[54] C[C@H](CO)N1C[C@H](C)[C@@H](CN(C)C(=O)Nc2ccc(C(F)(F)F)cc2)Oc2ccc(NC(=O)c3ccncc3)cc2C1=O
[55] COCCNC(=O)C(c1ccco1)N(C(=O)Cn1nnc2ccccc21)c1cccc(C)c1C (configuration not stated)
[56] Cc1noc(C)c1COC(=O)C1CCN(C(=O)c2ccc(Cl)cc2)CC1

assay / entry | 49 | 50 | 51 | 52 | 53 | 54 | 55 | 56
H9c2 TAG inh | -3 | -14 | 0 | 2 | -14 | 1 | 14 | -3
H9c2 TAG inh DAPI viability | 8 | 2 | -4 | 97 | -6 | -8 | 9 | -6

[57] Cc1cccc(OCC(=O)Nc2ccc(C(=O)c3ccc(C(=O)O)cc3)cc2)c1
[58] CCO[C@@H]1OC(C(=O)N2CCN(Cc3ccc4c(c3)OCO4)CC2)=C[C@H](C)[C@H]1CCCO
[59] Cc1onc(-c2ccccc2)c1C(=O)Nc1ccccc1N1CCOCC1
[60] CCOc1ccc(Br)cc1S(=O)(=O)Nc1nc(CN2CCOCC2)nc2sc(C)c(C)c12
[61] C/C=C/C(=O)Nc1cccc(C(F)(F)F)c1
[62] NS(=O)(=O)c1cc(Br)c2c(c1)S(=O)(=O)NCN2
[63] O=C(Cn1cnc2c(OCc3ccccc3)ncnc21)NCCCN1CCCC1=O
[64] CCOC(=O)c1ccc(NC(=O)CSc2ncccn2)cc1

assay / entry | 57 | 58 | 59 | 60 | 61 | 62 | 63 | 64
H9c2 TAG inh | -1 | 53* | -27 | -12 | 6 | -8 | 7 | 6
H9c2 TAG inh DAPI viability | 7 | -32* | 7 | -2 | 0 | 12 | -4 | 5

[65] CN1C=CC=C/C1=C1\SC(=S)N(N)C1=O
[66] CCc1noc(C)c1C(=O)Nc1nc(-c2cc(C)ccc2C)c(C)s1
[67] Cn1cc(C(=O)c2ccc(Cl)cc2Cl)cc1C(=O)N/N=C(\N)COc1ccc(Cl)cc1
[68] CC(C)(C)S(=O)N1Cc2cc(=O)n(Cc3ccccc3)c(CCO)c2[C@@H]1CCO (some centres not stated)
[69] O=C(Nc1ccc(N2CCN(C(=O)c3ccccc3)CC2)cc1)c1ccc2c(c1)OCO2
[70] CCCCNC(=O)CCc1c(C)nc2nc(-c3cc(OC)cc(OC)c3)nn2c1C
[71] CC(C)N1CCc2c(sc(NC(=O)c3ccc(C(=O)c4ccccc4)cc3)c2C(N)=O)C1
[72] Cc1cccc(C)c1OCc1cc(C(=O)NCC2COCCO2)no1 (configuration not stated)

assay / entry | 65 | 66 | 67 | 68 | 69 | 70 | 71 | 72
H9c2 TAG inh | -1 | -8 | -28 | -7 | 19 | 9 | 9 | 0
H9c2 TAG inh DAPI viability | 7 | -15 | -11 | 11 | -7 | -10 | 12 | 1

[73] Cn1c(=S)c2[nH]c(SCC3CCCO3)nc2n(C)c1=O (configuration not stated)
[74] COc1ccc(C(CNC(=O)CCNS(=O)(=O)c2ccc(C)cc2)N2CCOCC2)cc1 (configuration not stated)
[75] Cc1ccc(C(=O)NCc2ccccn2)cc1S(=O)(=O)N1CCOCC1
[76] CCC(=O)c1ccc(OCC(=O)OCC(=O)c2c(N)n(C)c(=O)n(C)c2=O)cc1
[77] COc1ccc(NC(=O)COc2coc(CN3CCc4ccccc4C3)cc2=O)cc1
[78] COc1cc(OC)c2ccc(=O)oc2c1C(CCN1CCCC(C)C1)c1ccc(N(C)C)cc1 (configuration not stated)
[79] CCN(CC)C(=O)CSc1nnc2nnc3cc(OC)ccc3n12
[80] CCOC(=O)C1(C)CCCN(C(=O)c2cccc(Cl)c2)C1 (configuration not stated)

assay / entry | 73 | 74 | 75 | 76 | 77 | 78 | 79 | 80
H9c2 TAG inh | 2 | 5 | 11 | 9 | -6 | -4 | -9 | -19
H9c2 TAG inh DAPI viability | 5 | -2 | -6 | 2 | -10 | 1 | -12 | 4

[81] O=S(=O)(Cc1ccc(Cl)cc1)Oc1ccc(Cl)cc1
[82] CCn1c(-c2ccccc2SC)n[nH]c1=S
[83] CCOc1ccc(NC(=O)c2ccc(NCC(=O)N3CCCCCC3)cc2)cc1
[84] CC(=O)N(CCc1ccccc1C)Cc1cc2cc(C)ccc2[nH]c1=O
[85] Cn1c(Cl)c(/C=N/OC(=O)C2CC2)c2ccccc21
[86] CC(=O)c1cc2c(cc1NS(=O)(=O)c1ccc(C)cc1)OCCO2
[87] COc1ccccc1C1C(C(N)=O)=C(C)Nc2nc(-c3ccccc3Cl)nn21 (configuration not stated)
[88] CCN(CC)CCOC(=O)c1ccc(NC(=O)CNC(=O)c2ccccc2)cc1

assay / entry | 81 | 82 | 83 | 84 | 85 | 86 | 87 | 88
H9c2 TAG inh | -14 | -12 | 8 | -8 | -7 | -5 | 17 | -3
H9c2 TAG inh DAPI viability | 10 | 2 | -3 | 2 | 16 | -13 | -6 | -5

Part of the list above, as labelled records:
84: CC(=O)N(CCc1ccccc1C)Cc1cc2cc(C)ccc2[nH]c1=O
  H9c2 TAG inh: -8; H9c2 TAG inh DAPI viability: 2

85: Cn1c(Cl)c(/C=N/OC(=O)C2CC2)c2ccccc21
  H9c2 TAG inh: -7; H9c2 TAG inh DAPI viability: 16

86: CC(=O)c1cc2c(cc1NS(=O)(=O)c1ccc(C)cc1)OCCO2
  H9c2 TAG inh: -5; H9c2 TAG inh DAPI viability: -13

87: COc1ccccc1C1C(C(N)=O)=C(C)Nc2nc(-c3ccccc3Cl)nn21 (configuration not stated)
  H9c2 TAG inh: 17; H9c2 TAG inh DAPI viability: -6

Continuation.
[89] O=C(Nc1nnc(C2CC2)s1)c1cc2ccccc2o1
[90] COc1ccc(N(C)S(=O)(=O)c2ccc(Cl)c(C(=O)NNC(=O)c3ccccc3O)c2)cc1
[91] CSc1ccc(CN2CCC2(C)C(=O)Nc2cccc(NS(C)(=O)=O)c2)cc1 (configuration not stated)
[92] Cc1c[n+](CC(=O)c2ccccc2)c(C)cn1

assay / entry | 89 | 90 | 91 | 92
H9c2 TAG inh | -27 | 3 | -2 | 21
H9c2 TAG inh DAPI viability | 81 | -10 | 1 | -13

This is a subset (hit frequency here may not be typical).
